# Assay outcomes from PubChem BioAssay.
# hIAP act: human IAP activation. purified human IAP, CDP-Star luminescence, 30 min; stronger effect = higher value; 1 = vehicle-only enzyme, 0 = enzyme-free background. activation factor at 10 µM. 330,000 tested, 0.16% active;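 active = activation factor of the enzyme at least 2-fold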; note: the source names both 10 and 20 µM as test concentration; values of inactives mirror those of a sister screen read the other way
# SENP8 inh: blocks human SENP8 cleavage of Nedd8 substrate. Q96LD8. recombinant SENP8, Nedd8 substrate fluorescence. inhibition, % at 20 µM. 360,000 tested, 0.64% active; in the data active = inhibition mostly above about 40%, no sharp cut-off; inactive = mostly below about 27%
# Target sequence (Q96LD8 whole entry, looked up): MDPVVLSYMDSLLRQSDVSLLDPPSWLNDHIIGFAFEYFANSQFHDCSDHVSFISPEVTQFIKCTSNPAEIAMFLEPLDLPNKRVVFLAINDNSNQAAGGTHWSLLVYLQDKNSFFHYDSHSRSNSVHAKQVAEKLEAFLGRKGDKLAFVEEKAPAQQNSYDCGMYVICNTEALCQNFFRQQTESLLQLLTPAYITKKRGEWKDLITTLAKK
# SENP1 FRET inh: blocks the human SENP1 SUMO protease catalytic domain; recombinant SENP1 catalytic domain, CyPet-SUMO1-YPet FRET cleavage; inhibition, % at 10 µM; 360,000 tested, 0.21% active; AID 624204;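 active = inhibition at least 30% at 10 µM, raw YFP signal under a set limit, fluorescence ratio 0.5 to 1.5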;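 note: 0% = enzyme with DMSO and 100% = no enzyme wells; some results filed as inactive read as strong as hits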
# Target sequence (Q9P0U3 419-644 limits assumed): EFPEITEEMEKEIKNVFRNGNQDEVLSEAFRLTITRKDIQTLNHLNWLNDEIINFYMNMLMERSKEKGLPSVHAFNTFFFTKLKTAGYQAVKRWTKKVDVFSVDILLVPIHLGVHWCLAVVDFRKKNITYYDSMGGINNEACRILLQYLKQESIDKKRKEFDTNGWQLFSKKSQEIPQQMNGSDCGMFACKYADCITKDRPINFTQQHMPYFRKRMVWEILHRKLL
#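 Compound: 10 µM single point, 0.5% DMSO; Test system: hSENP1 catalytic domain, recombinant; Timing: 50 min reaction at room temperature; Technique: FRET, CFP and YFP emission; Control set: no-enzyme wells low, DMSO-plus-enzyme wells high control.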
# MPTP inh: permeability transition pore inhibition; inhibition, % at 10 µM; isolated mouse mitochondria, Ca2+ swelling absorbance, 30 min; AID 602449; 360,000 tested, 1.4% active;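 active = inhibition of 50% or more, scaled per plate between neutral and stimulator controls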;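 note: 0% = DMSO wells given calcium and 100% = 1 mM EGTA wells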
# NR3A LBD binder: modulators (binders) of human NR3A ligand-binding domain; NR3A LBD differential scanning fluorimetry, Tm shift; 0% = protein alone, 100% = glycine-bound protein; Tm shift relative to glycine control, % at 25 µM; 340,000 tested, 2.5% active; AID 1259313;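 active = melting temperature shift of at least 10% of the positive control shift, at one fixed dose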
# SENP6 inh: blocks the human protease SENP6. 330,000 tested, 1.8% active. AID 2599. Q9GZR1. inhibition, % at 10 µM. Recombinant SENP6 catalytic domain, aminoluciferin luminescence;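 active = inhibition above about 50% at the single tested dose, limit read from the data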;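 note: plate controls were DMSO wells with enzyme for no effect and DMSO wells lacking enzyme for full effect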
# PfGluPho inh: PfG6PD (Plasmodium falciparum) enzyme inhibition; 350,000 tested, 0.78% active; PfGluPho enzyme, NADPH resazurin-diaphorase fluorescence; AID 504690; inhibition, % at 20 µM;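 active = inhibition reaching at least a set limit at 20 µM in the primary screen, cut at about 59% in these data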;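 note: 0% = DMSO wells with substrate and 100% = DMSO wells lacking glucose-6-phosphate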
# ATG4B inhibitor: inhibitors of human ATG4B cysteine protease; ATG4B cleavage of LC3-PLA2, NBD-HPC fluorescence, 1 h; inhibition, % at 8.33 µM; 340,000 tested, 0.51% active; in the data active = inhibition above about 40%
# Target sequence (Q9Y4P1 whole entry, looked up): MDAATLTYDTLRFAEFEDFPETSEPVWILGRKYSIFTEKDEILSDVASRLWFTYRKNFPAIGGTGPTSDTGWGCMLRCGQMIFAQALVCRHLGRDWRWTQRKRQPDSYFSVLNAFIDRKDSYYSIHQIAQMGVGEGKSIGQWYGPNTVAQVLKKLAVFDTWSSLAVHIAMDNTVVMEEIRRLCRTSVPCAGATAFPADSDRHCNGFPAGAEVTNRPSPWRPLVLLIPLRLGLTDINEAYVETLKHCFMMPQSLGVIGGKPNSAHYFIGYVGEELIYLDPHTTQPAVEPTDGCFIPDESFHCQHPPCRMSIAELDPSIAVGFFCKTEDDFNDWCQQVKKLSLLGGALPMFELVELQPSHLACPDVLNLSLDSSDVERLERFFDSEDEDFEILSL
# * = called active by the depositor; i = inactive; · = no result given.
# Preview, three compounds:
SMILES,hIAP act,SENP8 inh,SENP1 FRET inh,MPTP inh,NR3A LBD binder,SENP6 inh,PfGluPho inh,ATG4B inhibitor
CN(C)c1ccc(C(=O)Nc2cc(C(F)(F)F)ccc2-n2cncn2)cc1,0.95,i,-1,-1.7,7,3,7,-9
CCN(CC)S(=O)(=O)c1cc(NC(=O)C(=O)c2c(-c3ccccc3)cc3ccccn23)ccc1C,1,14,0,6.7,-3,-8,3,30
O=C(CS(=O)(=O)c1ccccc1)c1cc2cc(F)ccc2oc1=O,0.87,-24,-56,-2.5,3,0,-15,-10

# The list itself, from the first entry:
SMILES,hIAP act,SENP8 inh,SENP1 FRET inh,MPTP inh,NR3A LBD binder,SENP6 inh,PfGluPho inh,ATG4B inhibitor
CN(C)c1ccc(C(=O)Nc2cc(C(F)(F)F)ccc2-n2cncn2)cc1,0.95,i,-1,-1.7,7,3,7,-9
CCN(CC)S(=O)(=O)c1cc(NC(=O)C(=O)c2c(-c3ccccc3)cc3ccccn23)ccc1C,1,14,0,6.7,-3,-8,3,30
O=C(CS(=O)(=O)c1ccccc1)c1cc2cc(F)ccc2oc1=O,0.87,-24,-56,-2.5,3,0,-15,-10
CC1=C(C(=O)N2CCCC(CCC(=O)NCc3ccc(F)c(F)c3)C2)OCCO1 (configuration not stated),1.1,4,3,0.3,0,-22,-7,8
COc1ccc(CCNC(=O)c2ccccc2NC(=O)c2ccco2)cc1OC,1.1,0,0,-1.0,2,-11,-16,-2
O=C(COC(=O)c1ccccc1O)Nc1ccc(OC(F)F)cc1,0.79,10,2,-2.2,-25,2,-12,5
Cn1c(-c2ccc(Br)cc2)cnc1NCc1cccnc1,0.99,9,-5,0.1,0,7,10,-7
CN1CCN(C(=O)/C(=C/c2cccs2)NC(=O)c2cccs2)CC1,1.3,16,2,1.1,-1,-14,-9,-5
COc1cc(NC(=O)COc2cc3oc(=O)cc(C)c3cc2Cl)cc(OC)c1OC,1.2,-14,3,2.3,1,13,-7,7
CCCCCn1c(CN2CCN(c3cccc(Cl)c3)CC2)nc2c1c(=O)n(C)c(=O)n2C,0.9,9,4,1.6,-5,-12,20,-17
COc1ccccc1-n1cnc2cc(NS(=O)(=O)c3ccc(Br)cc3)ccc21,1.1,16,0,55*,-7,-3,2,-12
COc1ccc(CCNc2nc(C)cc(C)n2)cc1OC,1,16,-2,1.4,3,-7,8,-2
O=[N+]([O-])c1ccc(N(CC(O)CN2CCCCC2)S(=O)(=O)c2ccccc2)cc1 (configuration not stated),0.93,14,1,-2.1,0,-7,3,-11
CCOC(=O)c1cc(CC)sc1NC(=O)c1ccc(N2C(=O)CCC2=O)cc1,0.9,-220,0,0.2,-25,-2,5,-12
O=C(C1=C(O)C(=O)N(CCN2CCOCC2)C1c1cccc(F)c1)c1cc2ccccc2o1 (configuration not stated),1.2,-72,-5,-1.8,2,5,-40,4
CCCCNc1c(N)n(CCC)c(=O)[nH]c1=O,1,-35,-62,0.2,-2,5,15,-13
NC(=O)Nc1ccc(Nc2ccccc2)cc1,0.88,6,1,0.7,-2,8,26,9
Cc1ccccc1C(=O)c1cccn1CC(=O)N1CCCCCC1,0.87,16,3,-7.1,0,0,-2,-9
Cn1cc(C(=O)c2ccc(Cl)cc2Cl)cc1C(=O)N/N=C(\N)COc1cccc(C(F)(F)F)c1,1.1,8,-1,-2.6,-3,-6,-6,6
COc1ccc(-c2cn(-c3ccc(Br)cc3)c3[n+]2CCS3)cc1,1.1,13,2,2.7,0,-5,14,-2
COC(=O)c1ccc(CNC(=O)c2ccc(OC)c(S(=O)(=O)NC3CCCC3)c2)cc1,0.81,-6,1,-0.1,-2,-2,-2,-9
COc1cccc(-c2nc(CS(=O)(=O)CC(=O)Nc3cccc(C(C)=O)c3)c(C)o2)c1,1.1,4,0,-1.4,-4,7,-6,-6
Cc1nc2c(c(=O)c3ccccc3n2C)c(=O)n1-c1ccccc1,1.1,14,-40,2.4,-2,-24,43,6
C#CCN(C(=O)c1cc(COc2cccc(C(F)(F)F)c2)on1)C1CCCCC1,1,4,0,2.2,-5,-4,25,10
CCc1cc(=O)n2[nH]c(-c3ccccc3)c(-c3ccccc3)c2n1,1.2,-293,2,0.2,-2,7,-2,2
COc1ccc(C2c3ccc4ccccc4c3Oc3ncn(CCCO)c(=N)c32)cc1 (configuration not stated),0.91,-6,-3,-2.5,0,-20,17,-16
O=C(/C=C/c1cccs1)NC(=S)Nc1ccccc1,1.1,12,1,0.6,-7,-11,13,1
CC(C)N1C(=O)CCC1C(=O)N1CCN(c2ccccn2)CC1 (configuration not stated),1.2,-18,3,-1.2,-1,2,-1,-3
O=C(C/C=N\OCc1c(Cl)cccc1Cl)Oc1ccc(Cl)cc1Cl,0.92,13,-1,-9.9,1,-23,2,1
Cc1ccccc1N=C1NC(=O)/C(=C/c2cccn2-c2cccc(C(=O)O)c2)S1,0.99,·,·,·,0,-21,-29,43*
CCN(CC(=O)Nc1ccc(NC(C)=O)cc1)C(=O)C1CCN(C(=O)c2ccccc2C)CC1,·,-17,-1,-1.1,-1,·,6,-4
Cc1cc(C)c(C#N)c(SCc2nnc(-c3ccccc3[N+](=O)[O-])o2)n1,0.82,9,0,1.1,-2,-12,-4,20
CC(=O)Oc1ccc(N2C(=O)C3C(C2=O)C(C(=O)c2ccc(Cl)cc2)N2CCCC32)cc1 (configuration not stated),1.1,3,61*,2.9,1,-13,-15,-7
CCOC(=O)CCC(NC(=O)c1cncc(O)c1)C(=O)OCC (configuration not stated),0.88,-110,2,-1.9,-2,-1,-16,0
Cc1ccccc1-n1c(=O)n(Cc2ccc(C(=O)O)cc2)c(=O)c2[nH]cnc21,0.89,9,-1,-1.1,2,-3,-3,4
COc1ccc(-c2noc(N3CCC(C(=O)NC(C)c4ccccc4)CC3)n2)cc1 (configuration not stated),0.97,18,1,-1.4,0,-14,23,-10
COc1ccccc1OCCn1cc(C#N)c2ccccc21,1.1,2,0,-3.8,0,-8,48,-12
CCc1c(C)c2ccc(OCC(=O)N(C)C)c(C)c2oc1=O,1,-285,0,15,-2,-7,-1,5
CCCOC(=O)c1ccc(NC(=O)CSC2=Nc3ccccc3C3CC=NN23)cc1 (configuration not stated),1.1,-3,-5,14,7,2,6,-15
CSc1nnc(C)c(/C=C/Nc2ccc(Cl)cc2)n1,1.1,-50,-20,1.3,-7,9,16,-14

# Structures listed above marked active in SENP1 FRET inh.
SMILES	hIAP act	SENP1 FRET inh	MPTP inh	NR3A LBD binder	SENP6 inh	PfGluPho inh	ATG4B inhibitor
CC(=O)Oc1ccc(N2C(=O)C3C(C2=O)C(C(=O)c2ccc(Cl)cc2)N2CCCC32)cc1 (configuration not stated)	1.1	61*	2.9	1	-13	-15	-7

# Other compounds:
SMILES,hIAP act,SENP8 inh,SENP1 FRET inh,MPTP inh,NR3A LBD binder,SENP6 inh,PfGluPho inh,ATG4B inhibitor
CCC(=O)c1ccc(OCC(O)CN2CCc3ccccc3C2)cc1 (configuration not stated),1.1,4,0,2.9,0,-8,9,-3
CC(C)CNS(=O)(=O)c1cc(C(=O)OCC(=O)N(C)C2CCS(=O)(=O)C2)c(Cl)cc1Cl (configuration not stated),1.1,14,2,2.1,0,-19,2,-4
CN(c1ccc(OCC(=O)N2CCOCC2)cc1)S(=O)(=O)c1ccc(F)cc1,1,20,0,0.0,-1,6,-2,-6
CCN(CC)C(=O)C1=C(C)N(Cc2ccc(C(C)(C)C)cc2)C(=O)C(CC(=O)NCc2cccs2)C1 (configuration not stated),·,-29,4,-1.5,·,·,3,·
O=C(O)c1cccc(Nc2ncnc3c2cnn3-c2ccccc2)c1,1.1,-43,2,-0.3,2,97*,-13,-5
Cc1ccc(/C=N/Nc2ccnc3cc(Cl)ccc23)c(C)c1,0.96,-393,-58,64*,1,-4,3,46*
CC(C)=C(NC(=O)c1ccccc1)C(=O)N/N=C(\C)c1ccccc1O,1.6,13,-62,1.8,-2,-22,2,-6
COC(=O)C(CC(C)C)Oc1ccc2c(C)cc(=O)oc2c1 (configuration not stated),0.94,-76,-1,-0.2,2,-8,-1,-13
Cc1nc(SCC(=O)Nc2nc3ccccc3s2)n[nH]1,1,3,2,-0.5,-1,-5,-5,-6
O=C(NCc1ccncc1)Nc1ccccc1Cl,1,9,1,-0.3,-1,-13,-1,11
COc1ccccc1C/C(N)=N/OC(=O)COc1cccc(C)c1,0.91,2,2,-1.4,13*,-8,0,6
CCOC(=O)Cn1nc2sc3ccccc3n2c(=O)c1=O,1.1,-89,3,1.4,1,-8,-1,-1
CCc1ccccc1NC(=O)C1=CC(c2ccc(OC)c(OC)c2)=NS(=O)(=O)N1C,0.92,-49,-2,-0.2,-9,-4,3,-20
CCN(CC)S(=O)(=O)c1ccc(C(=O)Nc2nnc(CSC)o2)cc1,0.89,6,-1,0.4,0,-6,-6,0
NC(=O)c1nsc(C(=O)N(c2ccccc2F)C(C(=O)NCc2ccccc2)c2ccc(O)cc2)c1N (configuration not stated),0.87,-316,-39,-0.4,-12,-7,7,12
O=C(CCNS(=O)(=O)c1cccc(C(F)(F)F)c1)NC1CC1,1.3,4,-1,0.1,-2,-15,9,-6
Cc1ccc(C(=O)OCC(=O)NCC2CCCO2)c(C)c1 (configuration not stated),0.87,12,0,3.4,0,-5,-5,0
COc1ccc(S(=O)(=O)N(C)C[C@H]2OCc3cnnn3CCCC(=O)N([C@H](C)CO)C[C@H]2C)cc1,·,2,1,-0.2,·,·,-20,·
CC1CC(C)CN(C(=O)c2ccc3c(c2NCCO)C(=O)c2ccccc2C3=O)C1 (configuration not stated),0.84,29,6,10,-2,13,6,59*
CCOc1ccc(/C=C/C(=O)N(CC)CC(=O)Nc2ccc3c(c2)OCCO3)cc1OC,0.89,-149,1,-0.7,0,-7,3,-5

# Random excerpt: 5 records from the list.
SMILES,hIAP act,SENP8 inh,SENP1 FRET inh,MPTP inh,NR3A LBD binder,SENP6 inh,PfGluPho inh,ATG4B inhibitor
Cc1ccc(/C=N/Nc2ccnc3cc(Cl)ccc23)c(C)c1,0.96,-393,-58,64*,1,-4,3,46*
CN(c1ccc(OCC(=O)N2CCOCC2)cc1)S(=O)(=O)c1ccc(F)cc1,1,20,0,0.0,-1,6,-2,-6
CC(C)=C(NC(=O)c1ccccc1)C(=O)N/N=C(\C)c1ccccc1O,1.6,13,-62,1.8,-2,-22,2,-6
COC(=O)C(CC(C)C)Oc1ccc2c(C)cc(=O)oc2c1 (configuration not stated),0.94,-76,-1,-0.2,2,-8,-1,-13
Cc1nc(SCC(=O)Nc2nc3ccccc3s2)n[nH]1,1,3,2,-0.5,-1,-5,-5,-6

# More records:
SMILES,hIAP act,SENP8 inh,SENP1 FRET inh,MPTP inh,NR3A LBD binder,SENP6 inh,PfGluPho inh,ATG4B inhibitor
CCN(CC)C(=O)C1CCCN(C(=O)c2cc(COc3cccc(OC)c3)on2)C1 (configuration not stated),0.9,8,-2,0.0,-2,-3,-9,2
C(=C\c1ccccc1)/C=N/Nc1nc(N2CCCCC2)nc(N2CCCCC2)n1,1,29,1,-1.0,-1,-10,-30,-6
O=S1(=O)N[C@@H](CC2=CCCCC2)C2CCCCC2O1 (some centres not stated),1.2,15,1,0.6,2,1,1,5
Cc1noc(NS(=O)(=O)c2ccc(NC(=O)C34CC5CC(C3)CC(n3cnc(Cl)n3)(C5)C4)cc2)c1C,1.1,-1,0,0.9,-1,0,-7,0
